GC-B act: human GC-B receptor activators, primary screen, HEK293 GC-B cells, cGMP TR-FRET, EC30 CNP; Atrial natriuretic peptide receptor 2 (Homo sapiens), P20594; 0% at EC30 CNP, 100% saturating CNP; activation, % at 10 µM; 370,000 tested, 0.11% active; AID 1920062, 2024;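 active = activation at 10 µM reaching about 35% in either raw or pattern-adjusted values, limit read from the data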
Target sequence (P20594 whole entry, looked up): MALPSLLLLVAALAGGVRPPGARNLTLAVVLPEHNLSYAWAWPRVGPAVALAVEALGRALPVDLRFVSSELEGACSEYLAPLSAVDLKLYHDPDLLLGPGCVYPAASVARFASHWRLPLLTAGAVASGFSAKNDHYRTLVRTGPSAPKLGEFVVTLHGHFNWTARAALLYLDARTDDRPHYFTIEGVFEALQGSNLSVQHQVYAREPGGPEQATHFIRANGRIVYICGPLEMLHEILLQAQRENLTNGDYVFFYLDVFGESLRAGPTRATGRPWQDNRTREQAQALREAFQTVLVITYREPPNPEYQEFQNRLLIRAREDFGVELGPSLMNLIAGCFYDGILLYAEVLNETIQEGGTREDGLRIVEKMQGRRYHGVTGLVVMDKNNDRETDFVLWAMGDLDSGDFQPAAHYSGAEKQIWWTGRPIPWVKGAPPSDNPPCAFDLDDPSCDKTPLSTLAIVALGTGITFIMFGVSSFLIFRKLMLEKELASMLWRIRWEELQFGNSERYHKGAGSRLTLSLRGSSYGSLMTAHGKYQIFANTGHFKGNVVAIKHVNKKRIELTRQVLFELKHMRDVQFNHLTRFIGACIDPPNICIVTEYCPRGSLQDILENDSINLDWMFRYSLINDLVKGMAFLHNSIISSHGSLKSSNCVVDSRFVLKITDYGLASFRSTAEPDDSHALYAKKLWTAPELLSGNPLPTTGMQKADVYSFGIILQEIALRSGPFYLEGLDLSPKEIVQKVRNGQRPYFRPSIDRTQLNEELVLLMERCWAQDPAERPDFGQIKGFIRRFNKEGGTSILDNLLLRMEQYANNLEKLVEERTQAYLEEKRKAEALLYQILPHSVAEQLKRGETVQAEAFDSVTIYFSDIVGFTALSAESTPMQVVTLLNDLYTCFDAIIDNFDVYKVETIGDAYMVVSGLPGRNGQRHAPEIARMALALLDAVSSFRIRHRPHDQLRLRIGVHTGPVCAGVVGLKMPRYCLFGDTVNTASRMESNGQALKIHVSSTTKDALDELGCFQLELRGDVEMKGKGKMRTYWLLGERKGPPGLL
hgDAF-12 ag: H. glycines DAF-12 receptor agonists, primary screen, cell-based, luminescence, HEK293, GAL4 fusion, UAS-luciferase; Nuclear hormone receptor DAF-12 (Heterodera glycines), GAL4 fusion; HEK293 GAL4-hgDAF12 UAS-luciferase reporter, agonist luminescence; normalized to butyrate control; activation, % at 6.8 µM; AID 687014, 2013; 370,000 tested, 1.8% active;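 active = activation above a cutoff set at the mean of all screened compounds plus 3 SD, cut at about 10% in these data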;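 also: 0% = DMSO wells and 100% = sodium butyrate wells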
hcDAF12 agonist: H. contortus DAF-12 nuclear receptor activators, primary screen, cell-based, luminescence, HEK293, lit1-tk-luc reporter | HEK293 hcDAF-12 lit1-tk-luc reporter; 0% DMSO, 100% Δ7-dafachronic acid | activation, % at 6.8 µM | 370,000 tested, 1.4% active | AID 652067, 2013;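 active = activation above the mean of all tested compounds plus 3 SD, cut at about 5.5% in these data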;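 also: 100% = response to 3 µM Δ7-dafachronic acid high control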
HGIII-sPLA2 inh: human group III sPLA2 inhibitors, primary screen, biochemical, QFRET, BODIPY PC-A2 liposome substrate | inhibition, % at 12.2 µM | AID 743126, 2013 | QFRET BODIPY PC-A2 liposome hydrolysis, fluorescence | Group 3 secretory phospholipase A2 (Homo sapiens), Q9NZ20 | 370,000 tested, 0.56% active;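 active = inhibition above mean plus 3 SD of compounds lying within the high and low control bounds, cut at about 19% in these data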;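 also: 0% = median of test compound wells and 100% = no enzyme DMSO wells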
GC-A act: GC-A stimulated cGMP production enhancers – HEK293 GC-A cells, cGMP TR-FRET, EC30 ANP, primary screen | Atrial natriuretic peptide receptor 1 (Homo sapiens), P16066 | 0% at EC30 ANP, 100% saturating ANP | activation, % at 10 µM | 370,000 tested, 0.14% active; in the data active = activation above about 40%
KLK7 zymogen act: proKLK7 zymogen activators, primary screen, biochemical, fluorescence intensity; 370,000 tested, 0.9% active; purified proKLK7, EDANS-DABCYL substrate fluorescence; 100% is mature enzyme control, 0% vehicle; Kallikrein-7 (Homo sapiens), P49862; activation, % at 7 µM;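 active = activation above the mean of all tested compounds plus 3 SD, computed per campaign excluding outliers beyond control limits, cut at about 13% in these data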
DAX1 inh-1: DAX1 (NR0B1) inhibitors, primary screen, cell-based, HEK293, Gal4-DAX1, luciferase luminescence; Nuclear receptor subfamily 0 group B member 1 (Homo sapiens), P51843; HEK293 Gal4-DAX1 luciferase reporter; inhibition, % at 6.75 µM; 340,000 tested, 0.99% active; AID 504766, 2011;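 active = inhibition above the mean over all tested compounds plus 3 SD, cut at about 4.2% in these data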;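 also: 0% = DAX1-transfected cells with DMSO and 100% = empty-vector control cells with DMSO; inhibition shows as a rise in luminescence from relieved DAX1 repression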
DAX1 inh-2: DAX1 (NR0B1) inhibitors on StAR promoter, primary screen, cell-based, luminescence, SF-1 (NR5A1), full-length DAX-1; 370,000 tested, 1.1% active; HEK293T StAR-luciferase reporter, SF-1/DAX-1 repression relief; AID 652010, 2013; inhibition, % at 6.8 µM;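 active = inhibition above the mean over all tested compounds plus 3 SD, cut at about 3.6% in these data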;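 also: 0% = DAX-1 cells with DMSO and 100% = cells lacking DAX-1 with DMSO; higher inhibition means more luminescence from relief of DAX-1 repression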
SMARCA2 act: SMARCA2 (BRM) function activators, primary screen, cell-based, luminescence, high throughput; MG213 cells, MMTV-luciferase reporter, dexamethasone, overnight; activation, % at 9.1 µM; 370,000 tested, 1% active; AID 652017, 2013; in the data active = activation above about 7.8%;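 also: 0% = vehicle wells and 100% = reference activator wells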
GAA850 FXN act: FXN promoter activators, primary screen, cell-based, luciferase luminescence, HEK293 lucGAA850; activation, % at 6 µM; HEK293 lucGAA850 FXN promoter luciferase reporter, 24 h; percent of 10 µM SAHA response; 360,000 tested, 0.56% active;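 active = activation above the average of all compounds screened plus 3 SD, cutoff fixed separately per campaign, cut at about 7.5% in these data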;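 also: 0% = DMSO wells and 100% = 10 µM SAHA wells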
ssDAF12 agonist: S. stercoralis DAF-12 nuclear receptor activators, primary screen, cell-based, luminescence, HEK293, GRIP1 co-expression, lit1-tk-luc. HEK293 ssDAF-12/GRIP1 lit1-tk-luc reporter; % of 3 µM dafachronic acid response. 370,000 tested, 1% active. AID 652126, 2013. Nuclear hormone receptor DAF-12 (Strongyloides stercoralis). activation, % at 6.8 µM;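 active = activation above the mean over all tested compounds plus 3 SD, cut at about 0.9% in these data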;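 also: 0% = DMSO-only wells and 100% = 3 µM delta7-dafachronic acid wells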
Starred values were filed as active, the others as inactive; · = no result given; & = joins results of further samples.

SMILES	GC-B act	hgDAF-12 ag	hcDAF12 agonist	HGIII-sPLA2 inh	GC-A act	KLK7 zymogen act	DAX1 inh-1	DAX1 inh-2	SMARCA2 act	GAA850 FXN act	ssDAF12 agonist
CN(C)CCOC(c1ccc(Cl)cc1)c1ccccn1 (stereo unspecified)	-18&-11	1.2&0.8	-0.2&-2.0	-1&0	-19&-20	-0.7&0.0	-0.4&0.7	0.2&1.1	-4&7	-1.0&-1.3	-1.1&-0.5
CS(=O)(=O)N(CC(=O)NCC1CCCO1)Cc1ccc(Cl)cc1 (stereo unspecified)	-4	-0.4	0.1	1	-1	0.1	0.6	0.4	0	0.9	-1.2
O=C(CCCOc1ccccc1)Nc1nncs1	-2	1.3	-2.4	-3	1	0.3	-1.3	0.1	1	-1.4	-1.3
CS(=O)(=O)N(CC(=O)Nc1ccccc1C(=O)NCc1ccccc1)c1ccc2c(c1)OCCO2	0	-0.2	-1.6	1	-4	0.1	-1.4	0.4	-1	-0.8	-0.8
CN(C)S(=O)(=O)N1CCC(CO)(Cc2cccc(C(F)(F)F)c2)CC1	-3	-1.4	-1.1	-4	-1	-0.5	0.6	-0.5	-2	0.9	-0.7
O/N=C/c1cn(-c2ccc(Cl)cc2)nn1	0	3.1	3.4	-7	10	0.6	·	0.2	4	4.9	-0.8
CCN(CC)CCCNC(=O)Cn1nc(-c2ccccc2)ccc1=O	1	-0.9	-1.7	4	7	-0.2	0.1	-0.1	0	0.8	-1.2
CC(C)(Cc1ccccc1)NC(=O)C(=O)c1cn(CC(=O)N2CCOCC2)c2ccccc12	-1	2.3	-0.9	-11	-3	0.7	1.1	-0.2	0	1.4	-1.1
COc1cc(C=O)ccc1OCC(=O)N1CCOCC1	2	1.1	-1.9	1	0	-0.8	0.1	-0.5	-1	-0.3	-0.9
COC(=O)c1cccc(NC(=O)c2cc3ccccc3o2)c1	0	12*	2.9	3	2	-0.7	-0.6	2.2	3	2.9	0.3
Cc1c(N(C)C(=O)c2ccccc2F)c(=O)n(-c2ccccc2)n1C	-1	0.1	-1.4	3	-3	0.2	1.0	-0.1	1	0.8	-0.7
CCOc1ccc(N(C(=O)CNC(=O)c2ccco2)C(C(=O)NC2CCCC2)c2ccco2)cc1 (stereo unspecified)	7	1.2	0.0	-5	-7	0.5	0.0	0.1	-2	1.6	-0.6
O=C(CCn1nc(-c2ccccc2)c2ccccc2c1=O)Nc1cccnc1	2	-0.5	-0.4	4	-3	1.1	-1.6	-0.1	6	0.5	-1.7
O=C(CSc1nnc(-c2ccccc2)n1Cc1ccco1)Nc1ccc(Oc2ccccc2)cc1	8	1.3	-3.9	-2	0	0.4	·	-2.2	-6	·	-1.9
Cc1ccccc1NC(=O)Cc1nc(COC(=O)CCOc2ccccc2)cs1	-1	-0.3	-0.2	-31	1	0.4	-0.5	2.1	-2	0.7	-0.5
CCCOc1ccc(NC(=O)c2cc3cc(C)ccc3[nH]2)cc1	1	0.0	0.6	14	3	-1.0	0.4	0.0	-3	1.6	-1.4
CCCCN1C(=O)N2CCc3ccccc3C2CS1(=O)=O (stereo unspecified)	0	3.4	0.9	-1	0	-0.3	·	0.1	1	·	-0.8
CSCCC(C(=O)N1CC2(C)CC1CC(C)(C)C2)N1C(=O)c2ccccc2C1=O (stereo unspecified)	-4	-0.5	-0.5	5	-5	-0.2	-0.1	0.4	-3	5.3	-1.2
COc1ccc(NC(=O)COC(=O)CCc2cc(OC)c(OC)c(OC)c2)c([N+](=O)[O-])c1	-3	-0.3	-1.0	13	-1	0.5	-0.5	-0.8	0	-3.1	-1.2
CCC(C)C(NC(=O)C1CCC(=O)N1C(=O)OCc1ccccc1)C(=O)NC(Cc1ccccc1)C(N)=O (stereo unspecified)	4	1.7	-1.8	0	3	0.0	-1.0	0.6	-5	1.4	-0.2
O=[N+]([O-])c1cccc(OCC(O)CN2CCN(S(=O)(=O)c3cc(Cl)ccc3Cl)CC2)c1 (stereo unspecified)	-6	-2.2	-2.9	-4	-1	0.1	-1.6	-0.7	-1	0.7	-1.0
CCN1CCN(c2oc(-c3ccco3)nc2C#N)CC1	2	-2.4	-2.0	13	7	0.4	·	-0.4	-6	0.9	-1.8
CC(=O)c1ccc(C(=O)N2CCCC(CNC(=O)c3ccccc3Cl)C2)cc1 (stereo unspecified)	-4	-0.6	1.1	5	4	-0.3	1.5	-0.1	-1	0.2	-1.0
Cc1cccc(C)c1NC(=O)CNC(=O)c1ccc(S(=O)(=O)NCc2ccco2)cc1	3	-3.0	-0.4	2	-3	0.5	-0.8	0.2	-3	-3.3	-0.9
COc1ccc(CCN2C(=O)CS/C2=N/NC(=O)c2ccccc2F)cc1OC	3	-1.9	-1.3	2	0	-0.1	-0.6	-0.6	-1	-0.6	-0.9

An excerpt of these results, with each value named:
SMILES: O=C(CCn1nc(-c2ccccc2)c2ccccc2c1=O)Nc1cccnc1
- GC-B act: 2
- hgDAF-12 ag: -0.5
- hcDAF12 agonist: -0.4
- HGIII-sPLA2 inh: 4
- GC-A act: -3
- KLK7 zymogen act: 1.1
- DAX1 inh-1: -1.6
- DAX1 inh-2: -0.1
- SMARCA2 act: 6
- GAA850 FXN act: 0.5
- ssDAF12 agonist: -1.7
SMILES: CN(C)CCOC(c1ccc(Cl)cc1)c1ccccn1 (stereo unspecified)
- GC-B act: -18&-11
- hgDAF-12 ag: 1.2&0.8
- hcDAF12 agonist: -0.2&-2.0
- HGIII-sPLA2 inh: -1&0
- GC-A act: -19&-20
- KLK7 zymogen act: -0.7&0.0
- DAX1 inh-1: -0.4&0.7
- DAX1 inh-2: 0.2&1.1
- SMARCA2 act: -4&7
- GAA850 FXN act: -1.0&-1.3
- ssDAF12 agonist: -1.1&-0.5

Carrying on.
SMILES	GC-B act	hgDAF-12 ag	hcDAF12 agonist	HGIII-sPLA2 inh	GC-A act	KLK7 zymogen act	DAX1 inh-1	DAX1 inh-2	SMARCA2 act	GAA850 FXN act	ssDAF12 agonist
CC(C)(C)NC(=O)C(c1ccccc1)n1c(-c2ccc(-c3ccccc3)cc2)nc2ccccc21 (stereo unspecified)	-4	5.9	3.2	-2	-9	0.4	·	0.8	2	·	-0.8
CC(C)CN1C(=O)CN(S(C)(=O)=O)CC1(C)C(=O)Nc1ccc2c(c1)OCCO2 (stereo unspecified)	1	-1.6	-0.8	-1	1	-0.2	·	-0.4	3	·	-1.0
CCCOc1ccccc1/C=C1\SC(N)=NC1=O	3	0.7	-1.0	-1	-3	0.0	-1.2	-0.5	0	-0.6	-1.0
COc1cccc(CNC(=O)CCC2CCCN(c3cc(C)nc(N(C)C)n3)C2)c1 (stereo unspecified)	3	-0.6	0.6	-3	0	-0.1	1.4	0.0	4	3.2	-0.7
CCON1C(=O)C2(CCCCC2)C(=O)C12C=CCCC2 (stereo unspecified)	0	-2.5	-0.2	7	-8	-0.2	2.2	-0.5	-2	-0.3	-1.0
O=C(O)c1cccc(Nc2nc3ccccc3nc2NS(=O)(=O)c2ccc(F)cc2)c1	-3	1.6	0.3	-10	-1	0.2	-0.8	6.6*	-1	2.6	0.1
CCOC(=O)CSC1=C(C#N)C(c2ccc(C)o2)CC(=O)N1 (stereo unspecified)	-1	-5.1	0.6	-7	-6	0.7	-0.1	5.6*	-2	-3.6	0.2
CC(Sc1nc2cc([N+](=O)[O-])ccc2n1-c1ccc(F)cc1)C(=O)NCc1ccc2c(c1)OCO2 (stereo unspecified)	-7	2.2	-1.1	6	-6	0.2	-1.8	-0.3	1	6.7	-0.9
Cc1cc(NC(=O)c2ccc(NS(=O)(=O)c3ccc(C)c(C)c3)cc2)no1	-1	-2.0	-1.0	-21	-8	0.7	·	0.5	3	·	-1.8
COc1ccc(C(=O)OCCc2sc[n+](CC(=O)c3ccccc3)c2C)cc1	-3	2.0	-0.3	0	-2	0.8	4.5*	-0.8	-1	0.7	-1.6
Cc1ccc(-c2onc(C)c2C)cc1S(=O)(=O)N1CCOc2ccccc21	-4	-9.5	-6.0	-3	-5	0.1	-1.4	-1.2	-5	-0.8	-2.0
COc1ccc(CNCc2cccc(Cl)c2)cc1	3	-2.3	-3.0	15	-4	-0.9	-0.8	-0.5	-4	-2.3	-0.4
C=CCN(C(=O)CNC(=O)c1ccco1)C(C(=O)NC1CCCCC1)c1ccc(F)cc1 (stereo unspecified)	-5	-1.0	-0.5	9	1	-0.2	0.0	-0.4	-5	0.8	-0.8
Cc1ccc(-c2nnc(Nc3ccc(CC(N)=O)cc3)c3ccccc23)cc1	-2	-4.2	-3.2	21*	4	0.2	-1.5	0.3	-2	0.4	-2.2
CCOc1ccc(Br)cc1C1=CC(=O)C[C@H](c2ccc(OC)cc2)C1	1	-1.0	-1.2	-3	1	0.0	-2.4	-1.4	-1	-2.9	-1.4
CCCCN1CCNC1=S	11	0.2	-0.6	2	0	-0.1	1.3	-0.2	4	0.7	-1.1
CCCCNC(=O)CCCn1c(=O)c2ccccc2n(CC(=O)NCCC2=CCCCC2)c1=O	-17	3.0	-1.8	-2	-21	0.3	-0.7	-0.2	2	-0.1	-1.2
CC(C)Sc1nc2c(c(=O)[nH]c(=O)n2C)n1C	1	2.6	1.3	4	2	0.0	0.9	0.6	0	2.0	-1.1
COC(=O)c1ccc(COc2cccc3c2OC(C)(C)C3)cc1	-2	-1.0	0.0	2	-1	0.1	0.1	-0.2	-2	-1.5	-0.4
CCn1ccnc1C(O)c1cccc(OC)c1OC (stereo unspecified)	3	1.7	-1.4	-1	2	-0.4	1.0	0.8	-4	-1.8	-1.4
COc1ccc([C@H]2C[C@H](n3cc(COC(=O)c4ccccc4)nn3)[C@@H](O)CN2C(=O)C2CCCCC2)cc1	-1	0.0	-0.4	-5	0	-0.1	-0.3	-0.1	-6	0.2	-1.2
O=C(/C=C/c1ccc(-c2ccccc2)cc1)NCc1cccnc1	-5	-0.8	-1.4	3	17	-0.5	3.5	-1.0	-2	2.6	-1.7
CC(=O)N1CCN(c2ccc([N+](=O)[O-])cc2C#N)CC1	-5	-2.0	-0.6	4	-4	1.4	0.4	0.0	1	-1.2	-0.9
N/C(=N\OS(=O)(=O)c1ccc(Cl)cc1)c1ccncc1	1	0.4	-0.5	5	0	0.5	1.6	0.3	-1	1.7	-1.1

From PubChem BioAssay

Compounds were not picked by outcome, and some 6.7% of all compounds hit somewhere here.
